VIM-2 inhibitor – blocks Pseudomonas aeruginosa VIM-2 metallo-beta-lactamase; purified VIM-2, nitrocefin hydrolysis, epi-absorbance fluorescence; inhibition, % at 5.6 µM; 0.89% of 290,000 active;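 active = inhibition above the mean of all tested compounds plus 3 SD, cutoff set per screening run, cut at about 7.5% in these data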;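 note: red hydrolysis product quenches plate fluorescence so inhibitors raise well fluorescence; 0% = enzyme with DMSO and 100% = DMSO without enzyme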
PHOSPHO1 block – blocks human PHOSPHO1 phosphatase activity; 1.1% of 290,000 active; inhibition, % at 13.3 µM; recombinant PHOSPHO1, absorbance phosphatase assay; in the data active = inhibition above about 60%
IMP-1 inh – blocks Pseudomonas aeruginosa IMP-1 metallo-beta-lactamase. AID 1556. 0.45% of 290,000 active. purified IMP-1, nitrocefin hydrolysis, epi-absorbance fluorescence. inhibition, % at 5.6 µM;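 active = inhibition above the mean plus 3 SD of all compounds in the same screening run, cut at about 4.5% in these data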;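 note: 0% = IMP-1 with DMSO and 100% = DMSO wells lacking enzyme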
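System: purified IMP-1 / Input: IMP-1 dispensed at 0.2 nM / Medium: 50 mM HEPES pH 7.1, 50 µM ZnSO4, 0.05% Brij 35 / Timing: 15 min enzyme–compound preincubation, then 25 min nitrocefin reaction, 25 °C / Technique: plate fluorescence quenching by hydrolysis product, ex 480/em 530 nm / Repeats: singlicate testing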
IDE act – boosts human insulin-degrading enzyme activity in HEK cells; P14735; FAbeta-B cleavage, fluorescence polarization; 0% vehicle, 100% cell-free pure enzyme wells; activation, % at 5.96 µM; 0.073% of 340,000 active; AID 493087;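 active = activation above the mean of all tested compounds plus 3 SD, set per screening campaign, cut at about 17% in these data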
Target sequence (P14735 whole entry, looked up): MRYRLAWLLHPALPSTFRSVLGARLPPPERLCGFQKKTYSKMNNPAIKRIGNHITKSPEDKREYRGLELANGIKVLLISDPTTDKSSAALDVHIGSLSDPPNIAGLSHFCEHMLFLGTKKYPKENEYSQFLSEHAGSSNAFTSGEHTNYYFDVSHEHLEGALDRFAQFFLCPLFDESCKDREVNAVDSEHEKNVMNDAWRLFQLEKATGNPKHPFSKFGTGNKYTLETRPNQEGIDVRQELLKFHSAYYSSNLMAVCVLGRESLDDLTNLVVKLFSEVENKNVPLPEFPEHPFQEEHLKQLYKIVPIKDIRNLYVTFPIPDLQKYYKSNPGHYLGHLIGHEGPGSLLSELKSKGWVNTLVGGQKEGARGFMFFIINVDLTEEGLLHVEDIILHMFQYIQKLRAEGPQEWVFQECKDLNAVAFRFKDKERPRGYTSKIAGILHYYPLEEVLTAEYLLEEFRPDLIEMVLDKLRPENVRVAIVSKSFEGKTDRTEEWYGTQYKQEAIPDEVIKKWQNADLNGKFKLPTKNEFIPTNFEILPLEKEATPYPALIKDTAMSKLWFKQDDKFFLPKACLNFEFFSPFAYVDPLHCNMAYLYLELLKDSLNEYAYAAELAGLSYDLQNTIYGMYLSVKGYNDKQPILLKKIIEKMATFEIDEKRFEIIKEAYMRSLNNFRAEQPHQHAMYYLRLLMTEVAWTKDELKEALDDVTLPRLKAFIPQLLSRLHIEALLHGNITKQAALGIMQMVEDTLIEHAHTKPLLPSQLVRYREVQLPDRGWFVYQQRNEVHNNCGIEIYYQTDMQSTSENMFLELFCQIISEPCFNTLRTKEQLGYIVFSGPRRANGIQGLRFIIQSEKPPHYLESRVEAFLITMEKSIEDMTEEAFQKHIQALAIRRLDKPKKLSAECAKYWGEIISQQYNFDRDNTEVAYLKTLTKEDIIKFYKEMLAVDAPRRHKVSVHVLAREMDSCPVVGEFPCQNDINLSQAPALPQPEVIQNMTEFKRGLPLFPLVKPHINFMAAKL
GPR7 antagonist – human neuropeptides B/W receptor 1 antagonism | GPR7-expressing cells, fluorescence antagonist assay | 1.1% of 290,000 active | inhibition, % at 4.4 µM | P48145; in the data active = inhibition above about 16%, passing the limit was not always enough;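 note: cells stimulated with the agonist NPW; 0% = agonist with vehicle and 100% = vehicle without agonist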
p-CIP stab down – p/CIP protein destabilization | F442A p/CIP-EGFP cells, EGFP fluorescence, 16 h | 0.01% of 290,000 active | decrease of EGFP signal, % at 10 µM | AID 1984 | Q05BA5;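 active = EGFP signal decrease of at least 30% at 10 µM or well 3 SD below plate mean, unless failing retest; inactive = the rest, including hits failing retest or dose response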; note: some compounds called inactive have numbers as strong as hits; many of its hits are not listed in these tables
NALP1 inh – inhibitors of NALP1 inflammasome in yeast | S. cerevisiae NALP1/ASC/caspase-1 growth, X-gal OD620, 72 h | inhibition, % at 10 µM | 0.61% of 280,000 active; in the data active = inhibition mostly above about 24%, no sharp cut-off; inactive = mostly below about 32%; note: some compounds called inactive have numbers as strong as hits
IDE cell inh – inhibitors of human insulin-degrading enzyme in cells | inhibition, % at 5.59 µM | 0.41% of 320,000 active | HEK cells, FAbetaB cleavage, fluorescence polarization | AID 434962 | P14735;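 active = percent inhibition above the average of all tested compounds plus 3 SD, set per screening campaign, cut at about 16% in these data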;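 note: IDE supplied by intact live HEK cells; FP after avidin binding of uncleaved biotin substrate so inhibition keeps polarization high; 0% = DMSO wells and 100% = 60 µM reference IDE inhibitor Ii1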
PfM18AAP inh – PfM18AAP enzyme inhibition; recombinant PfM18AAP, H-Glu-NHMec fluorogenic cleavage; inhibition, % at 7.35 µM; 1.2% of 290,000 active;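 active = inhibition above the campaign mean inhibition over all tested compounds plus 3 SD, cut at about 28% in these data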;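 note: 0% = plate median of test compound wells and 100% = 2 mM ZnCl2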
Starred values were filed as active, the others as inactive; x = not tested or not shown. Compounds were not picked by outcome; about 5.3% have a hit in one of these screens.

Structure	VIM-2 inhibitor	PHOSPHO1 block	IMP-1 inh	IDE act	GPR7 antagonist	p-CIP stab down	NALP1 inh	IDE cell inh	PfM18AAP inh
Cn1cccc1C(=O)OCC(=O)Nc1ccc2c(c1)OCO2	0.0	24.4	-1.7	1.2	-3.2	-1.8	-1.0	0.7	-2.9
COc1cc(OC)c2c(c1)C(=O)OC2OC (stereo not drawn)	1.1	36.8	-0.1	-1.0	4.4	-2.6	x	-4.3	-7.2
COC(=O)NCC1(C)CC(NC(=O)OC)CC(C)(C)C1 (stereo not drawn)	-4.7	-7.3	-7.4	-6.1	10.0	13.4	x	0.4	-1.1
O=C(c1ccncc1)N1CCN(C(=O)c2ccncc2)CC1	-2.7	20.3	-1.4	-6.6	-4.6	0.9	5.6	-6.3	0.0
COCCN(C(=O)CCc1nnc(Cc2c[nH]c3ccccc23)o1)C(C)C	-3.3	2.8	-3.4	2.3	-17.2	-6.5	4.2	1.6	0.3
C=CCOc1c(Br)cc(C2NC(=O)NC(C)=C2C(C)=O)cc1OCC (stereo not drawn)	-2.0	20.2	-1.0	2.0	-9.5	-18.6	-4.8	-1.3	3.9
C=CCOC(=O)C1=C[C@@H](c2coc3ccccc3c2=O)C[C@@H](OCc2ccc(CO)cc2)O1	-2.1	7.8	-2.6	-1.7	-1.6	-10.9	-2.8	-4.3	-3.9
CC(c1ccco1)N(C(=O)c1ccccc1NS(=O)(=O)c1ccc(Cl)cc1)c1ccccn1 (stereo not drawn)	-3.0	19.2	-3.3	0.2	-2.8	-4.7	41.6	3.3	7.5
COc1ccccc1NC(=O)N1CCN(c2ccc3nnc(-c4ccc(F)cc4)n3n2)CC1	2.1	27.4	-1.7	-4.9	-19.3	-11.9	x	16.7*	-5.7
COc1cc2ccccc2cc1C(=O)Nc1sc2c(c1C(N)=O)CCN(C(C)C)C2	2.9	47.7	7.1*	-1.5	-2.6	-24.9	24.5	10.1	18.0
CCOc1ccc(N2C(=O)CC(N3CCN(C4CCc5ccccc5C4)CC3)C2=O)cc1 (stereo not drawn)	-3.1	23.0	-2.9	-0.2	0.8	-5.0	14.0	1.8	0.0
CN1C(N)=NC(=O)/C1=C\c1ccc(Br)cc1	-3.1	32.7	-4.3	3.9	-11.7	0.5	-2.1	5.3	0.3
CCc1cc(C(c2ccccn2)N2CCN(C)CC2)c(NC(=O)c2ccccc2)s1 (stereo not drawn)	-0.2	-14.5	0.6	1.4	14.0	-16.6	24.0	1.1	-1.5
OCC[C@@H]1C[C@H](O)[C@@H](O)[C@@]2(CCc3ccccc3CO2)O1	0.3	-1.7	-3.2	-0.9	-11.2	1.9	8.4	-2.4	-3.4
CCC(C)NC(=O)c1cc2c(=O)n3cccc(C)c3nc2s1 (stereo not drawn)	20.2*	4.7	-2.7	3.2	-9.2	-2.8	14.5	-1.9	-1.4
O=C(COC(=O)C1CCN(c2ccc(C(F)(F)F)cn2)CC1)Nc1ccc(Cl)cn1	-1.4	22.6	-2.8	-8.7	-1.3	-3.2	0.2	11.8	1.9
Cc1ccc(C(=O)C2CCN(CC(=O)Nc3nc(C)cs3)CC2)cc1	-1.0	13.6	-3.1	-3.9	-7.1	-1.4	20.7	1.0	0.7
CN1CCN(CC(=O)Nc2nnc(-c3cccs3)s2)CC1	-1.1	2.5	-0.5	6.4	-13.0	-7.3	29.1	1.0	-9.3
CN(C)/C=C(\C=O)c1onc(-c2ccccc2Cl)c1C#N	-2.7	32.5	-4.1	4.5	1.1	-4.9	7.8	-5.0	4.8
CC(C)OC(=O)c1ccc(NC(=O)c2ccco2)cc1	-2.7	-3.6	-2.4	3.1	1.9	1.6	-14.2	6.9	-5.3
CCC(=O)Nc1ccc(C=C(C(C)=O)C(C)=O)cc1	-1.6	-20.6	-1.1	2.3	-13.5	-9.1	-3.9	7.8	1.2
c1ccc(-c2nn3c(C4CCCCC4)nnc3s2)nc1	-2.9	-0.2	-3.3	-4.7	-5.5	-10.6	5.1	7.2	1.0
S=C(NCCN1CCOCC1)NC1CCCC1	-0.8	-7.7	-3.7	4.0	-8.4	8.0	1.1	6.2	-0.4
CNC(=O)Nc1ccccc1C(=O)NCc1ccccc1	-4.8	-1.5	-6.4	2.8	-0.6	-6.7	16.1	5.5	-14.6
CCOC(=O)N1CCN(C2CC(=O)N(c3ccc(Oc4ccccc4)cc3)C2=O)CC1 (stereo not drawn)	-4.2	2.5	-3.3	-2.1	-17.5	-2.0	20.1	-0.2	-9.6
O=C(NN1CCOCC1)c1ccc(Cl)cc1[N+](=O)[O-]	-2.2	42.8	-1.1	6.9	-10.7	3.7	14.5	2.2	-1.6
CC1(C)CC(N2CCCCC2)=CC(=[N+]2CCCCC2)C1	-3.0	-89.9	-1.8	-5.0	3.6	-10.4	13.0	4.4	9.4
Cc1noc(C)c1/C=N/Nc1ccc2ccccc2n1	0.3	-11.8	-2.2	2.1	9.2	3.6	-14.0	-4.7	8.6
CCC(C)NS(=O)(=O)c1ccc(OC)c(Cl)c1Cl (stereo not drawn)	-2.1	14.1	-3.0	0.1	-5.7	-7.8	-14.4	0.2	9.7
Cc1coc2c1c(C)cc1oc(=O)c(CC(=O)NCCCN3CCCC3=O)c(C)c12	1.6	18.2	-3.5	6.1	-10.9	10.4	5.6	0.0	11.3
CC1CN(C(=O)CSc2nnc(-c3ccc(Cl)cc3)n2C)CC(C)O1 (stereo not drawn)	-2.1	-31.2	-2.7	6.4	-5.5	9.5	28.4	-3.4	-4.3
COc1ccc(NC(=O)Cn2cc(C(=O)C3CC3)c3ccccc32)cc1	-1.7	12.0	-1.8	-1.3	-8.0	0.4	17.9	-0.6	-3.6
N#Cc1nc(-c2cccs2)oc1NCc1ccco1	0.7	-10.0	-5.6	-7.2	-17.6	-20.7	35.2	4.5	-5.4
CCOC(=O)C1CCCN(Cc2c(Cl)cccc2Cl)C1 (stereo not drawn)	-4.2	-2.6	-3.2	9.4	-5.5	-4.3	20.5	1.6	-1.0
Cc1cccc2nc(CNC(=O)C3CCC(=O)N(Cc4ccccc4F)C3)cn12 (stereo not drawn)	-1.8	18.5	-2.1	0.2	-17.3	-13.0	-1.1	0.3	-1.4
COc1ccc(CNc2ccc3c(c2)ncn3-c2ccccc2OC)cc1	-0.9	-11.4	-2.9	6.5	11.6	9.6	1.8	-4.0	9.3
COC(=O)N1C(=O)[C@](Cc2ccccc2)(c2ccccc2)N1C(=O)OC	-0.2	-140.0	-2.3	3.2	-6.0	-10.9	-49.6	-0.2	-2.2
COC(=O)c1ccc(/C=N/NC(=S)NC(C)C)cc1	-0.5	19.9	-0.8	10.6	3.8	-15.4	x	0.9	3.8
O=C(NCc1ccc(Cl)cc1)c1noc2c1CCCCC2	-1.4	-1.4	-1.5	-3.3	-0.7	-0.8	-9.1	-3.0	1.7
CCOc1ccc(C(CC(=O)O)NC(=O)C(Sc2ccccc2)c2ccccc2)cc1 (stereo not drawn)	-1.5	-3.9	-0.8	x	-9.7	-6.3	26.5	4.5	1.1
C=CCN(CC=C)CC(O)Cn1c2ccccc2c2ccccc21 (stereo not drawn)	-2.0	-103.0	-2.6	-1.1	18.2	6.7	8.5	-2.5	-1.4
COC(=O)c1ccccc1NC(=O)COC(=O)c1cccnc1	-1.3	-29.3	-4.0	6.0	-3.2	-5.7	8.3	-4.0	2.8
C/C=C/C(=O)Nc1ccc(N2CCN(c3ccc(C(F)(F)F)cn3)CC2)nc1	-2.2	44.6	-2.3	-15.0	-12.7	-13.8	x	12.6	-5.1
CC(OC(=O)CCc1nc2ccccc2c(=O)[nH]1)C(=O)Nc1ncc(Cl)cc1Cl (stereo not drawn)	0.7	12.7	-0.9	x	-12.4	0.2	-0.2	1.7	-7.6
COC(=O)c1ccc(C(NC(=O)OCc2ccccc2)/C(F)=C/[C@@H](C)C(=O)NCc2ccc(-c3ccccc3)cc2)cc1 (stereo partly drawn)	-3.5	3.5	-3.8	x	9.3	9.0	22.4	3.4	0.7
O=C(Nc1ccc(N2CCN(C(=O)c3cccs3)CC2)cc1)c1cccnc1	-3.3	16.3	-1.8	4.1	4.2	11.0	-11.7	3.8	-1.1
COc1ccc(Oc2coc3cc(OC(=O)N4CCOCC4)ccc3c2=O)cc1	-0.3	2.1	-1.7	5.9	-1.0	2.0	11.5	2.7	-3.2
COc1ccc(C(CNc2ncnc3sccc23)N(C)C)cc1OC (stereo not drawn)	-0.2	23.2	-0.5	4.6	-4.2	-14.0	11.6	-0.4	8.1
CCOc1ccc(CCNC(=O)C2=C(C)C(=O)OC23CCC(C)CC3)cc1 (stereo not drawn)	-1.6	1.3	-0.6	-0.6	-6.7	3.2	25.0	1.1	2.1
COC(=O)c1cc(Br)ccc1OC(=O)c1cccnc1	-1.5	7.6	-2.5	-2.7	3.9	-6.0	13.8	1.5	-6.3
COc1ccc(N(CC(=O)NCc2ccccc2Cl)S(=O)(=O)c2c(C)n[nH]c2C)cc1	-1.9	17.4	-1.3	6.4	-2.1	4.2	10.0	4.0	0.3
CCOC(=O)C1=C(c2ccccc2)OC(N)=C(C#N)C1c1ccncc1 (stereo not drawn)	-2.2	10.5	-3.5	3.9	-11.8	-0.4	6.4	2.3	2.8
COc1ccc(-c2noc(CCC(=O)Nc3cc(OC)ccc3OC)n2)cc1	-4.2	16.0	-6.3	-1.5	-6.6	1.8	9.1	-4.3	-6.6
C/C(=N/NC(=O)c1ccc2c(c1)OCO2)c1cccc(NC(=O)C(C)(C)C)c1	0.8	-5.8	-2.2	-1.0	0.1	-4.2	x	5.4	-6.0
Cc1ccc(-c2nn(-c3ccccc3)cc2C(=O)NCCCN2CCOCC2)cc1	-2.9	32.8	-3.9	-1.0	-11.8	-17.3	0.1	7.3	1.0
COc1cc(NC(=O)NCC2CCN(Cc3ccc(C)cc3)CC2)cc(OC)c1OC	-1.1	10.6	-4.6	1.4	-5.2	-1.7	17.7	-0.5	-7.4

4 entries drawn at random from the list so far:
Structure	VIM-2 inhibitor	PHOSPHO1 block	IMP-1 inh	IDE act	GPR7 antagonist	p-CIP stab down	NALP1 inh	IDE cell inh	PfM18AAP inh
COc1ccc(-c2noc(CCC(=O)Nc3cc(OC)ccc3OC)n2)cc1	-4.2	16.0	-6.3	-1.5	-6.6	1.8	9.1	-4.3	-6.6
Cc1ccc(-c2nn(-c3ccccc3)cc2C(=O)NCCCN2CCOCC2)cc1	-2.9	32.8	-3.9	-1.0	-11.8	-17.3	0.1	7.3	1.0
COc1ccc(C(CNc2ncnc3sccc23)N(C)C)cc1OC (stereo not drawn)	-0.2	23.2	-0.5	4.6	-4.2	-14.0	11.6	-0.4	8.1
COc1ccc(Oc2coc3cc(OC(=O)N4CCOCC4)ccc3c2=O)cc1	-0.3	2.1	-1.7	5.9	-1.0	2.0	11.5	2.7	-3.2

Compound activity deposited in PubChem by several laboratories.
